# TWEAK-Fn14 inh: blocks TWEAK-Fn14 interaction in a reporter cell assay. inhibition, % at 10 µM. TWEAK-stimulated Fn14 reporter cells, luciferase luminescence, 8 h. 360,000 compounds, 2% hits. AID 1159606; in the data active means inhibition above about 50%
# NR2F2 inh: blocks human COUP-TFII nuclear receptor; P24468; HEK293T NGFI-A luciferase reporter, luminescence; inhibition, % at 8.6 µM; 370,000 compounds, 0.7% hits; AID 686940;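 active means inhibition above a per-plate cutoff, mean inhibition of test wells between control levels plus 3 SD, cut at about 38% in these data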;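 further: cells cotransfected with COUP-TFII expression vector driving the NGFI-A reporter; 0% = median of COUP-TF2 test wells and 100% = reporter-only cells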
# TLR9-MyD88 block: blocks human TLR9 binding to MyD88. Q9NR96+Q99836. CHO BLA complementation TLR9-MyD88, CCF4 FRET ratio. inhibition, % at 4.98 µM. 340,000 compounds, 0.21% hits;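 active means inhibition above the mean over all tested compounds plus 3 SD, cut at about 21% in these data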;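 further: 0% = DMSO only wells and 100% = clavulanate BLA inhibitor control wells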
# C8 TRAIL sens: caspase-8 TRAIL sensitization | NB7+C8 cells + TRAIL, ATPlite viability luminescence | inhibition (viability loss, TRAIL sensitization), % at 10 µM | 360,000 compounds, 1% hits;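 active means compounds causing at least 50% loss of cell viability in the single-dose screen, relative to plate controls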
# SRC2 inh: inhibits human steroid receptor coactivator 2; Q15596; HEK293 GAL4-SRC2 luciferase reporter, luminescence; inhibition, % at 9 µM; 370,000 compounds, 0.17% hits;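 active means inhibition above the mean inhibition of all tested compounds plus 3 SD, set per campaign, cut at about 52% in these data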;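 further: 0% = DMSO treated cells and 100% = cells given Gossypol at 36 µM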
# NCOA1 inh: human NCOA1 inhibition. inhibition, % at 3.6 µM. HEK293 GAL4-SRC1 luciferase reporter, luminescence. 360,000 compounds, 0.12% hits. Q15788;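 active means inhibition above the campaign mean plus 3 SD, with each screening campaign given its own cutoff, cut at about 60% in these data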;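 further: 0% = DMSO treated cells and 100% = gossypol at 36 µM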
# NOD2 RIPK2 PPI: NOD2-RIPK2 protein interaction inhibition | inhibition, % at 4.98 µM | AID 624267 | CHO BLA complementation NOD2-RIPK2, CCF4 ratio | 360,000 compounds, 0.38% hits; in the data active means inhibition above about 21%;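 further: 0% = vehicle only and 100% = reference blocker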
# Target sequence (O43353 whole entry, looked up): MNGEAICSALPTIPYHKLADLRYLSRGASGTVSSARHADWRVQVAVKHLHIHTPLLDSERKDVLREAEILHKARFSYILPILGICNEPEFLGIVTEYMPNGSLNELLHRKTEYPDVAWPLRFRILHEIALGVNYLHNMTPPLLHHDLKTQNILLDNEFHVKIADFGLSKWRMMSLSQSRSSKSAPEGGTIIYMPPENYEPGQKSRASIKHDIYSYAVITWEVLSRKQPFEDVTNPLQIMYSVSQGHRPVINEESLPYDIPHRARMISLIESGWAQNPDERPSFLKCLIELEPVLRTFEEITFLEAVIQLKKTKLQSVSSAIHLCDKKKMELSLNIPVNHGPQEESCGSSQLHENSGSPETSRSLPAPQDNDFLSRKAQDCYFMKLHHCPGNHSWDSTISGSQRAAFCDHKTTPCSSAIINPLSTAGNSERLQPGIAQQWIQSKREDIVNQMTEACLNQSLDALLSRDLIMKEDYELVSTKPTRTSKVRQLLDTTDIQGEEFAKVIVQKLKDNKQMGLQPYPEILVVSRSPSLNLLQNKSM
# TROY NFkB inh: blocks TROY-dependent signaling in reporter cells. Q293 LMP1-TROYcd NF-kB luciferase reporter, 4 h. inhibition, % at 10 µM. 360,000 compounds, 0.98% hits. AID 1347056;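 active means compounds whose plate-normalised and pattern-corrected inhibition of the luciferase reporter signal at the single screening dose is 50% or more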
# LRH-1 inv ag: suppresses constitutive activity of human LRH-1 | AID 602396 | inhibition, % at 3.6 µM | HEK293T StAR-luciferase reporter, LRH-1 transfected, 24 h | 360,000 compounds, 0.13% hits | O00482;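 active means inhibition above the mean inhibition of all tested compounds plus 3 SD, cut at about 73% in these data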;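 further: 0% = DMSO wells and 100% = reporter-only cells lacking LRH-1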
# Target sequence (O00482 whole entry, looked up): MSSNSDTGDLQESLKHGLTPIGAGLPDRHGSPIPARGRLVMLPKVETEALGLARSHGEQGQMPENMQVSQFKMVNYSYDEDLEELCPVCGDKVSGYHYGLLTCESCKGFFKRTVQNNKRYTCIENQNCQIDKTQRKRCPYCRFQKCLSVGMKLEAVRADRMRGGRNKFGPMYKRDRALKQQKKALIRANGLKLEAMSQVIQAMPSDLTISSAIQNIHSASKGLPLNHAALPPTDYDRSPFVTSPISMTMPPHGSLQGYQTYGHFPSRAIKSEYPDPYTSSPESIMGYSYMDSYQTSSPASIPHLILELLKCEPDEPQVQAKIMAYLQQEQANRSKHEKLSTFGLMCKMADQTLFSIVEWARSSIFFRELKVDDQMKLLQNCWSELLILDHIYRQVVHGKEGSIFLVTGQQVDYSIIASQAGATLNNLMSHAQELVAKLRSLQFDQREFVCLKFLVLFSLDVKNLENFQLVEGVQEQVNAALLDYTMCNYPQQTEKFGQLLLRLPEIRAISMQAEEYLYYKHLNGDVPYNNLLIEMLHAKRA
# LMP1 NFkB inh: reduces LMP1-driven NF-kappaB luciferase signal. AID 504558. 350,000 compounds, 0.69% hits. LMP1-induced NF-kappaB luciferase reporter cells, luminescence. inhibition, % at 12.5 µM; in the data active means inhibition above about 41%;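 further: 0% = neutral control wells and 100% = reference inhibitor control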
# NCOA3 inh: inhibitors of human steroid receptor coactivator 3 (SRC3). Q9Y6Q9. HEK293 GAL4-SRC3 luciferase reporter, luminescence. inhibition, % at 3.6 µM. AID 588352. 360,000 compounds, 0.17% hits;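 active means inhibition above a per-campaign cutoff, the mean of all compounds plus 3 SD, cut at about 60% in these data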;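 further: 0% = DMSO-treated cells and 100% = gossypol-treated cells at 36 µM; higher means less SRC3-driven luciferase light from the GAL4 reporter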
# Numbers without * were called inactive; / = no result given. An excerpt, so the mix of outcomes need not match the whole.
# Assay codes: A = TWEAK-Fn14 inh; B = NR2F2 inh; C = TLR9-MyD88 block; D = C8 TRAIL sens; E = SRC2 inh; F = NCOA1 inh; G = NOD2 RIPK2 PPI; H = TROY NFkB inh; I = LRH-1 inv ag; J = LMP1 NFkB inh; K = NCOA3 inh
> Fc1ccc(NC(=S)N2CCSC2c2cccs2)cc1 (centres undefined)
  A: -5	B: 14	C: 4	D: 5	E: -1	F: -16	G: -4	H: 6	I: -3	J: -5	K: 10

> CCOC(=O)CSc1nnc(C)c(=O)[nH]1
  A: -1	B: -2	C: 0	D: -13	E: -1	F: 8	G: -9	H: -1	I: 7	J: 0	K: 19

> O=C(COc1ccccc1Cl)Nc1cc(Cl)ccc1O
  A: -34	B: -19	C: 1	D: 3	E: -12	F: -59	G: -3	H: -16	I: -32	J: -22	K: -45

> Cc1nnc(SCC(=O)Nc2nccs2)s1
  A: 9	B: 3	C: -4	D: -10	E: 6	F: 3	G: 6	H: -7	I: 13	J: -1	K: 24

> O=C(Cc1c[nH]c2ccccc12)N1CCN(S(=O)(=O)c2cccc(Cl)c2Cl)CC1
  A: 4	B: -4	C: -6	D: 2	E: -10	F: -18	G: -3	H: 3	I: 23	J: -7	K: 5

> CC(O)CCc1nc2ccc(C(=O)O)cc2[nH]1 (centres undefined)
  A: -3	B: 1	C: 0	D: 7	E: -26	F: -7	G: 2	H: 1	I: 2	J: -1	K: -13

> Cc1cc(N2CCN(C)CC2)ccc1NC(=O)c1cccc(S(=O)(=O)N2CCc3ccccc3C2)c1
  A: 11	B: -1	C: -7	D: -3	E: 7	F: -23	G: -4	H: -2	I: 3	J: 7	K: -1

> Cc1c(C#N)c(N)nc2c3c(sc12)NC(=O)CC3c1ccc(Cl)cc1 (centres undefined)
  A: 15	B: -20	C: -6	D: -2	E: -50	F: 12	G: -2	H: 11	I: -5	J: 18	K: -8

> O=C(Cn1ccc(C(F)(F)F)n1)NNC(=O)c1ccco1
  A: 2	B: 2	C: -1	D: 26	E: 32	F: 1	G: -7	H: 0	I: -8	J: -3	K: 18

> Cc1cc2cc(OCC(=O)O)ccc2n1C
  A: 0	B: 2	C: -2	D: -6	E: 5	F: -45	G: -6	H: -12	I: -29	J: 5	K: 15

> CCOC(=O)c1ccc(NC(=S)Nc2cccc(C)n2)cc1
  A: -29	B: 4	C: -2	D: -2	E: -12	F: 6	G: 6	H: 8	I: 7	J: -2	K: -7

> FC(F)(F)c1ccc(CN2C[C@@H]3C(c4ccc(Cl)nc4)C4(c5ccccc5)CC3(C4)[C@H]2c2ccccc2)cc1 (some centres undefined)
  A: -1	B: 27	C: -6	D: 20	E: 9	F: -1	G: -2	H: 8	I: 3	J: -5	K: -9

> Cc1cc(C)c(C)c(S(=O)(=O)Nc2cccc(-n3cnnn3)c2)c1C
  A: 8	B: 11	C: -8	D: 3	E: 10	F: 13	G: -16	H: 25	I: -4	J: -4	K: 6

> C=C(C)COc1ccc(-c2ncncc2Oc2ccc(OC)cc2)c(O)c1
  A: 7	B: 7	C: 8	D: -5	E: 7	F: 1	G: 0	H: -6	I: 26	J: -19	K: 17

> NC(=O)c1ccc(NC(=O)CCCN2C(=O)c3ccccc3C2=O)cc1
  A: -19	B: 2	C: -3	D: -11	E: 9	F: -16	G: 7	H: -1	I: -1	J: -2	K: 0

> COc1cc(C2/C(=C(/O)c3ccc(F)cc3)C(=O)C(=O)N2CCCC(=O)O)ccc1O (centres undefined)
  A: 4	B: -4	C: -1	D: -8	E: -20	F: 6	G: -2	H: 9	I: -8	J: 5	K: 7

> CC(=O)C(CC(=O)N1CCCC1)C(=O)Nc1ccc(Cl)cc1 (centres undefined)
  A: 4	B: -3	C: -7	D: -4	E: -6	F: 1	G: 2	H: -9	I: -10	J: 4	K: 9

> COC(=O)c1cc(=O)n(Cc2ccc3c(c2)OCO3)c(=Nc2ccccc2)s1
  A: 30	B: -11	C: 0	D: -4	E: -8	F: -22	G: 0	H: -7	I: -3	J: -3	K: 3

> CCOC(=O)c1c(C)[nH]c2c1cc(O)c1ccccc12
  A: 3	B: -21	C: -7	D: -2	E: -41	F: 1	G: -17	H: -49	I: 21	J: 1	K: -12

> Cc1ccc(OCCNC(=O)CNC(=O)c2ccc(C)c(C)c2)cc1
  A: 6	B: -4	C: -5	D: -10	E: 7	F: -9	G: -8	H: -15	I: -20	J: 1	K: 2

> COC1=CC(=O)c2nc(Cl)ccc2C1=O
  A: 94*	B: 38*	C: /	D: 95*	E: 49	F: 64*	G: -2	H: 3	I: 76*	J: /	K: 59

> COc1cccc(-n2c(SCC(N)=O)nnc2-c2ccncc2)c1
  A: 5	B: 4	C: -5	D: -7	E: 6	F: 5	G: 2	H: -16	I: -2	J: -3	K: -1

> N/C(=N\OC(=O)c1cc(-c2ccccc2)nc2ccccc12)c1ccccn1
  A: 9	B: -5	C: -7	D: 7	E: -13	F: -4	G: -15	H: 0	I: -11	J: 11	K: 13

> COCCCn1c(-c2ccccc2Cl)n[nH]c1=S
  A: 0	B: 6	C: -1	D: -5	E: 2	F: -2	G: -2	H: /	I: 26	J: -4	K: -10

> CN1C(=O)C(=O)/C(=C(/O)c2ccc(Br)cc2)C1c1cccc([N+](=O)[O-])c1 (centres undefined)
  A: -5	B: 11	C: 10	D: 3	E: 2	F: -20	G: -8	H: 2	I: 15	J: 4	K: -11

# In another format: 10 of the compounds above.
# Order of results – TWEAK-Fn14 inh	NR2F2 inh	TLR9-MyD88 block	C8 TRAIL sens	SRC2 inh	NCOA1 inh	NOD2 RIPK2 PPI	TROY NFkB inh	LRH-1 inv ag	LMP1 NFkB inh	NCOA3 inh
COc1cc(C2/C(=C(/O)c3ccc(F)cc3)C(=O)C(=O)N2CCCC(=O)O)ccc1O (centres undefined)
→ 4	-4	-1	-8	-20	6	-2	9	-8	5	7
CC(=O)C(CC(=O)N1CCCC1)C(=O)Nc1ccc(Cl)cc1 (centres undefined)
→ 4	-3	-7	-4	-6	1	2	-9	-10	4	9
COC(=O)c1cc(=O)n(Cc2ccc3c(c2)OCO3)c(=Nc2ccccc2)s1
→ 30	-11	0	-4	-8	-22	0	-7	-3	-3	3
CCOC(=O)c1c(C)[nH]c2c1cc(O)c1ccccc12
→ 3	-21	-7	-2	-41	1	-17	-49	21	1	-12
Cc1ccc(OCCNC(=O)CNC(=O)c2ccc(C)c(C)c2)cc1
→ 6	-4	-5	-10	7	-9	-8	-15	-20	1	2
COC1=CC(=O)c2nc(Cl)ccc2C1=O
→ 94*	38*	/	95*	49	64*	-2	3	76*	/	59
COc1cccc(-n2c(SCC(N)=O)nnc2-c2ccncc2)c1
→ 5	4	-5	-7	6	5	2	-16	-2	-3	-1
N/C(=N\OC(=O)c1cc(-c2ccccc2)nc2ccccc12)c1ccccn1
→ 9	-5	-7	7	-13	-4	-15	0	-11	11	13
COCCCn1c(-c2ccccc2Cl)n[nH]c1=S
→ 0	6	-1	-5	2	-2	-2	/	26	-4	-10
CN1C(=O)C(=O)/C(=C(/O)c2ccc(Br)cc2)C1c1cccc([N+](=O)[O-])c1 (centres undefined)
→ -5	11	10	3	2	-20	-8	2	15	4	-11

# Other structures
# Assay codes: A = TWEAK-Fn14 inh; B = NR2F2 inh; C = TLR9-MyD88 block; D = C8 TRAIL sens; E = SRC2 inh; F = NCOA1 inh; G = NOD2 RIPK2 PPI; H = TROY NFkB inh; I = LRH-1 inv ag; J = LMP1 NFkB inh; K = NCOA3 inh
> Cc1ccc(S(=O)(=O)/N=C2\C(=O)c3ccccc3C([O-])=C2n2cc[n+](CCC(C)C)c2)cc1
  A: 2	B: /	C: -2	D: 37	E: /	F: 10	G: 4	H: 3	I: 32	J: -1	K: 1

> COC(=O)CSc1nc(N)c(NC(=O)c2ccc(OC)c(OC)c2)c(=O)[nH]1
  A: 2	B: 4	C: 5	D: -8	E: -22	F: 3	G: -6	H: -5	I: -7	J: 0	K: -10

> CCCCN1C(=O)c2ccc(C(=O)N(C)CC(=O)Nc3ccc(OCC)c(OCC)c3)cc2C1=O
  A: -14	B: -3	C: -2	D: 6	E: -11	F: -17	G: -8	H: -32	I: -34	J: -1	K: -5

> Cc1occc1C(=O)Nc1nnc(C2CCCCC2)s1
  A: -50	B: -27	C: 0	D: 2	E: -18	F: -86	G: -6	H: -51	I: -50	J: -15	K: -81

> COc1ccc(NS(=O)(=O)c2cc(NC(=O)c3ccc(=O)[nH]c3)ccc2N2CCCC2)cc1
  A: 20	B: 1	C: -7	D: 13	E: 9	F: 6	G: -8	H: -1	I: 22	J: -20	K: 23

> O=[N+]([O-])c1cccc(S(=O)(=O)Nc2ccc(S(=O)(=O)N3CCCC3)cc2)c1
  A: -6	B: -2	C: -7	D: -1	E: -21	F: 4	G: 1	H: 6	I: -13	J: 5	K: -19

> COc1ccc(/C(N)=N/OC(=O)c2cccc([N+](=O)[O-])c2)cc1OC
  A: -54	B: -9	C: -10	D: -7	E: -8	F: -5	G: -1	H: -24	I: -4	J: -13	K: -3

> C/C(=N\N=C1\NC(=O)C(CC(=O)Nc2ccc(C)c(Cl)c2)S1)C(C)(C)C (centres undefined)
  A: 8	B: -1	C: 6	D: 2	E: 9	F: -55	G: -2	H: 12	I: -11	J: 10	K: 15

> O=C1C=C(N(CCO)CCO)C2(CCCCC2)O1
  A: 4	B: 1	C: 8	D: 2	E: -34	F: 10	G: -6	H: 8	I: 19	J: 3	K: 8

> O=C(CSc1nncn1-c1cccnc1)N1CCOCC1
  A: 3	B: 18	C: -8	D: -1	E: 13	F: -23	G: -1	H: -9	I: 15	J: -5	K: 16

> Cc1cc(C)n(C(=O)Cn2nc(C)c(Br)c2C)n1
  A: 5	B: -6	C: -1	D: -26	E: -1	F: -3	G: -10	H: 0	I: 16	J: -2	K: 2

> COc1ccccc1OCC(=O)Nc1ccccn1
  A: 34	B: -35	C: 2	D: 26	E: -43	F: -124	G: -3	H: -16	I: -142	J: 14	K: -77

> COc1cc2c(cc1OC)C(=O)CC(C)S2 (centres undefined)
  A: 30	B: -5	C: 0	D: -18	E: -7	F: 7	G: -1	H: /	I: 5	J: -3	K: 5

> O=C(O)C1=NOC(CNc2ncc(C(F)(F)F)cc2Cl)C1 (centres undefined)
  A: -1	B: -11	C: -2	D: 2	E: -16	F: -32	G: -8	H: -13	I: 9	J: 2	K: 14

> COc1cccc(C2C=C(c3ccc(Br)s3)Nc3ncnn32)c1OC (centres undefined)
  A: 3	B: /	C: 27*	D: -10	E: /	F: -14	G: 31*	H: 13	I: -4	J: 7	K: 7

> Cn1c(=O)c2c(nc(CN3CCN(C(=O)c4ccco4)CC3)n2CC(=O)C(C)(C)C)n(C)c1=O
  A: 24	B: 1	C: 0	D: 7	E: 0	F: -2	G: 0	H: 10	I: -1	J: -8	K: 2

> COc1ccc(C(=O)N(C)C2CCCCC2)cc1S(=O)(=O)N1CCOCC1
  A: 10	B: -8	C: -2	D: -5	E: 15	F: 0	G: -12	H: 2	I: -18	J: -1	K: -8

> O=C(NCN1CCCCC1)c1cccnc1
  A: 7	B: 11	C: -5	D: 19	E: -3	F: -1	G: -6	H: 2	I: -10	J: 5	K: -10

> COc1ccc(C(=O)Nc2cccc(C(=O)N3CCN(C)CC3)c2)cc1
  A: -2	B: -8	C: 6	D: 23	E: -26	F: -14	G: -6	H: -28	I: -21	J: -8	K: 2
